CAL PDZ FP-1 – blocks peptide binding to the human CAL PDZ domain; inhibition, % at 24.9 µM; AID 602252; Q9HD26; hit rate 0.92% among 300,000; purified CAL PDZ, TMR-peptide fluorescence polarization, 1 h;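 active = mean inhibition of at least 30% with at least half of replicates also reaching 30%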;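 note: 0% = DMSO neutral control and 100% = excess unlabeled competitor peptide PRC23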
Rtt109 Vps75 – C. albicans Rtt109 histone acetyltransferase inhibition; Q5AAJ8; purified Rtt109/Vps75, ThioGlo CoA-SH fluorescence, 4 h; inhibition, % at 34.9 µM; hit rate 0.16% among 330,000; AID 540336;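 active = inhibition of at least 50% in every replicate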
CAL PDZ FP-2 – blocks peptide binding to human CAL PDZ domain. Q9HD26. purified CAL PDZ, TMR-peptide fluorescence polarization, 1 h. inhibition, % at 20 µM. hit rate 0.02% among 330,000. AID 504414;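 active = highest replicate inhibition of at least 40%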;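 note: plate controls were DMSO neutral control wells for no effect and unlabeled competitor peptide control wells for full effect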
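Control set: unlabelled peptide and DMSO controls / Material: purified CerCALP PDZ construct / Timing: 1 h incubation at room temperature before polarization reading / Doses: 20 µM, one dose / Detection: fluorescence polarization (mP)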
Keap1-Nrf2 PPI – Keap1-Nrf2 (human) interaction inhibition; Q14145; Keap1 Kelch-Nrf2 peptide fluorescence polarization, 1536-well; inhibition, % at 9.4 µM; hit rate 0.15% among 340,000; AID 504523; in the data active = inhibition above about 12%;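 note: human Keap1 Kelch domain with fluorescein labeled Nrf2 9mer peptide probe; 0% = neutral control wells and 100% = peptide positive control; higher means more block of Keap1 binding to Nrf2 peptide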
RTF Ca sens act – increases calcium sensitivity of human cardiac regulated thin filaments; P19429+P45379; IANBD-labeled TnC RTF fluorescence at EC20 calcium; 0% EC20 calcium, 100% full calcium; activation, % at 7.2 µM; hit rate 0.24% among 340,000;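 active = activation above the mean over all tested compounds plus 3 SD, cut at about 30% in these data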;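 note: rise in fluorescence read as greater calcium sensitivity of cardiac thin filaments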
Cardiac RTF inh – cardiac RTF calcium desensitization. inhibition, % at 7.15 µM. IANBD-labeled cardiac RTF, Ca2+ fluorescence. hit rate 0.12% among 340,000. AID 493244. P19429+P45379;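 active = inhibition above the mean inhibition of all tested compounds plus 3 SD, cut at about 17% in these data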;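 note: assay run at fixed EC70 calcium of 1.6 mM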
PKA-R2B act – activates the human PKA-R2B holoenzyme complex; hit rate 0.079% among 340,000; activation, % at 11.4 µM; P22694+P31323; PKA-R2B holoenzyme dissociation, Cy5-IP20 fluorescence polarization; R2B truncated from residue 108, S112A mutant; 0% DMSO only, 100% 113 µM cGMP;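 active = activation above a cutoff set at the mean over all compounds plus 3 SD, cut at about 18% in these data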;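 note: higher means more holoenzyme dissociation and a rise in polarization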
Target sequence (P31323 whole entry, looked up, other chains not shown, the tested form may be a part): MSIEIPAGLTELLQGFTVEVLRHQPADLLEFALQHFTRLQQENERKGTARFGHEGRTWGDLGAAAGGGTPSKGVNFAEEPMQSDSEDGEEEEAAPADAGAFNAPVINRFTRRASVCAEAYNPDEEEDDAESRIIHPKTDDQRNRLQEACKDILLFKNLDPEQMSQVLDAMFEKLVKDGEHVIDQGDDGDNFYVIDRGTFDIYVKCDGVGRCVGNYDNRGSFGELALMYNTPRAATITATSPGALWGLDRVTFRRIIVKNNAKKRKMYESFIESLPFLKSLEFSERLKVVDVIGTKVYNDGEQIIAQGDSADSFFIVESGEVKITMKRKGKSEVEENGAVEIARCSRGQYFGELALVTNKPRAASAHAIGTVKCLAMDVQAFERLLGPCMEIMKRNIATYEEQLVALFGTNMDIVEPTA
SR-BI uptake up – enhances SR-BI lipid uptake from DiI-HDL; CHO ldlA[mSR-BI] cells, DiI-HDL uptake fluorescence, 3 h; 100 = double the neutral-control signal; activation, % at 12.5 µM; hit rate 0.096% among 320,000;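 active = mean replicate activation of at least 60% and every replicate at or above 60%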;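 note: 0% = median plate neutral-control signal and 100% = twice that signal; values of inactives mirror those of a sister screen read the other way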
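Material – SR-BI-overexpressing, LDLR-lacking CHO cells · Medium – BSA-supplemented, HEPES-buffered Ham's F12, pH 7.4 · Doses – single concentration · Times – compound with DiI-HDL co-incubation, 3 h at 37 °C · Measured by – bottom-read fluorescence, 550/595 nm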
DAGLB inh – blocks human DAGLB lipase activity; Q8NCG7; HEK293T DAGLB membrane lysate, EnzChek fluorogenic substrate; inhibition, % at 5.17 µM; hit rate 0.059% among 340,000; AID 504411; in the data active = inhibition above about 34%;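 note: 0% = enzyme with vehicle and 100% = wells lacking enzyme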
Target sequence (Q8NCG7 whole entry, looked up): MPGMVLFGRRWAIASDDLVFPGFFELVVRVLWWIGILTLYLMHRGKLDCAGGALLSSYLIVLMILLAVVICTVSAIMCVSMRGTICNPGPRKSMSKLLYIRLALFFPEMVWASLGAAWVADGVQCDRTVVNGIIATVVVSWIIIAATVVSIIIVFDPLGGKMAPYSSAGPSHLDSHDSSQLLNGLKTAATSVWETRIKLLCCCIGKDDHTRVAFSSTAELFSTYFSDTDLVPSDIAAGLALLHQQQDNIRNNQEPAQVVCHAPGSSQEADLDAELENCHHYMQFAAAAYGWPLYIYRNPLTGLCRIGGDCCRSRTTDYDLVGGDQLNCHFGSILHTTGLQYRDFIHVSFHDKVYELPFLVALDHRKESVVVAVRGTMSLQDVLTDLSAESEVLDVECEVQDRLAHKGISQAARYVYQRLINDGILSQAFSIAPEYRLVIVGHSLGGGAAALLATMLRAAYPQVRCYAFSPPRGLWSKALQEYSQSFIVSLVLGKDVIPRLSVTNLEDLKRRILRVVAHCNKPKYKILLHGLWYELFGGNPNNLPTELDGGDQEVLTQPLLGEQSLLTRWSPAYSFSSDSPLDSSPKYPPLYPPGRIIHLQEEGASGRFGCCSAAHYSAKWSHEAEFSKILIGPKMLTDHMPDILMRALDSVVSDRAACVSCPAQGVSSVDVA
LANA DNA inh – blocks KSHV LANA C-terminal domain binding to DNA; hit rate 0.078% among 340,000; inhibition, % at 9 µM; MBP-C-LANA/FAM-LBS DNA binding, fluorescence polarization;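 active = highest replicate inhibition at or above 60% at 9 µM, even if other replicates fall short; inactive = all replicates below 60% inhibition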;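 note: 0% = neutral control wells and 100% = 4 µM acridine orange control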
Active calls of the source: *; . = no result given.

SMILES | CAL PDZ FP-1 | Rtt109 Vps75 | CAL PDZ FP-2 | Keap1-Nrf2 PPI | RTF Ca sens act | Cardiac RTF inh | PKA-R2B act | SR-BI uptake up | DAGLB inh | LANA DNA inh
COc1ccc(N2CC(C(=O)N3CCOCC3)CC2=O)cc1 (centres undefined) | -4 | 0 | 0.6 | -4 | 0 | -3 | -12 | . | 1 | -1.4
COc1ccc(NC(=S)N2CCN(Cc3cccc(F)c3)CC2)c(OC)c1 | . | -1 | -0.3 | -1 | -1 | -4 | -5 | 20 | -2 | -1.1
CC(C)c1ccc(NC(=O)CN2C(=O)NC(C)(C3CC3)C2=O)cc1 (centres undefined) | 0 | 0 | 0.1 | 3 | -3 | -7 | 0 | 2 | -4 | -0.4
Cc1ccc2cc(C(c3nnnn3C3CCCC3)N3CCOCC3)c(=O)[nH]c2c1C (centres undefined) | -1 | 2 | 0.3 | 2 | 3 | 0 | 17 | 7 | 1 | 4.0
CC(C)CNC(=S)NNC(=O)c1csc2ccccc12 | -3 | 6 | . | 0 | -2 | -2 | -4 | 18 | -2 | -1.9
CCCCN(C)C(=O)C1CCN(Cc2ccccn2)CC1 | -4 | -1 | . | -4 | 2 | -4 | -2 | 17 | 0 | 0.1
CNS(=O)(=O)c1ccc(NC(=O)c2ccc(Cl)cc2Cl)cc1 | -4 | 6 | -0.4 | -3 | 0 | 10 | 13 | -2 | 1 | -0.1
O=C1c2ccccc2C(=O)C1c1nccc2ccccc12 | -5 | 24 | 0.2 | 1 | -2 | 2 | 9 | -4 | -2 | 0.3
O=C(c1cccc(F)c1)N1CCCC(C(=O)N2CCCCC2)C1 (centres undefined) | 0 | 6 | -1.1 | -5 | 2 | 1 | 3 | -4 | 0 | -0.8
CCOc1ccccc1NC(=O)c1ccc(OCC(=O)N2CCOCC2)c(OC)c1 | 1 | 4 | -0.8 | -1 | 0 | -2 | 7 | -31 | -1 | 2.5
C/C(=C/c1ccccc1)C(=O)N1CCN(c2ccccc2F)CC1 | -4 | -4 | 0.7 | -2 | -1 | -8 | -8 | -4 | -12 | 0.4
CN(C)c1ccc(NC2=C(Cl)C(=O)c3ccccc3C2=O)cc1 | 2 | 0 | 0.2 | 0 | -2 | 3 | -2 | -1 | 22 | -0.1
COc1cccc(-c2nn(-c3ccc(C)cc3)cc2C(=O)NCC(c2cccs2)N2CCOCC2)c1 (centres undefined) | -3 | -3 | -3.4 | 2 | 2 | -12 | -1 | -58 | 0 | 0.8
O=C(CCNC(=O)c1ccc([N+](=O)[O-])cc1)Nc1cccc(S(=O)(=O)N2CCCCC2)c1 | -3 | 4 | -1.6 | -1 | 1 | -9 | 12 | . | -2 | 1.3
CS(=O)(=O)N1CCc2ccc(NC(=O)C3CCCO3)cc2C1 (centres undefined) | -2 | -1 | -0.8 | 0 | 0 | 9 | 0 | 17 | -1 | -0.1
Cc1cccc(C)c1NC(=S)NN1CCN(C)CC1 | -1 | 0 | -1.1 | 0 | -1 | -3 | -7 | 14 | -5 | 0.0
COc1cc2sc3ccc(C#Cc4ccccn4)cc3c(=O)c2cc1OC | -3 | -5 | -0.6 | 0 | 7 | 5 | -5 | -13 | -2 | -0.1
Cc1ccc(S(=O)(=O)N2CCCC2CNC(=O)C(=O)NCc2cccs2)cc1 (centres undefined) | -3 | 2 | -2.1 | -3 | 4 | -12 | -10 | 2 | 2 | 0.8
O=C(NCCC(=O)N1CCN(S(=O)(=O)c2ccccc2)CC1)c1ccc(Br)cc1 | -7 | -1 | -3.6 | 2 | -2 | -8 | -3 | 28 | -1 | 0.4
COc1ccc(OC)c(-n2c(Cn3c(-c4ccccn4)nc4ccccc43)n[nH]c2=S)c1 | -5 | 1 | -0.6 | 6 | 7 | 0 | -3 | 27 | 0 | -1.6
COC(=O)C1=C(C)N(c2ccc(OC)c(OC)c2)C(=O)/C1=C\c1ccco1 | 8 | 6 | -2.2 | -5 | 7 | -21 | 15 | 1 | 2 | 3.9
CCOc1c(O)ccc(C2NC(=O)NC(C)=C2C(=O)OC)c1[N+](=O)[O-] (centres undefined) | -1 | 3 | -0.9 | 1 | 6 | -5 | -1 | 1 | 1 | 1.9
CCNCCC(CCC(C)C)c1ccc2c(c1)OCO2 (centres undefined) | . | 10 | 0.3 | 1 | . | . | . | 9 | . | -0.3
COc1cc(C(=O)N(Cc2ccco2)Cc2cc3ccccc3[nH]c2=O)cc(OC)c1OC | . | -1 | -0.3 | -6 | -3 | -6 | 8 | 20 | 2 | 1.2
COC(=O)c1c(C)c2c(C)cc3ccccn3c-2c1C(=O)OC | -8 | -49 | . | 5 | 2 | -9 | -12 | -1 | 0 | 8.4
Next structures follow.
SMILES | CAL PDZ FP-1 | Rtt109 Vps75 | CAL PDZ FP-2 | Keap1-Nrf2 PPI | RTF Ca sens act | Cardiac RTF inh | PKA-R2B act | SR-BI uptake up | DAGLB inh | LANA DNA inh
COc1cc(C(=O)OCC(=O)N2c3ccccc3NC(=O)C2(C)C)ccc1OCC(C)C | -2 | 30 | -3.0 | 2 | -19 | -14 | -12 | -54 | 0 | -2.4
COC(=O)c1cccc(C#CC(NP(=O)(c2ccccc2)c2ccccc2)c2ccccc2)c1 (centres undefined) | 0 | -3 | -1.3 | -7 | -1 | -5 | 1 | -5 | -3 | 1.7
COc1ccc(C(=O)c2ccc(Cl)cc2)cc1 | -7 | -5 | -1.9 | -6 | -4 | -1 | 0 | -16 | -13 | -1.5
NC(=O)c1cc([N+](=O)[O-])ccc1Nc1ccccc1 | -6 | 0 | -0.2 | -5 | 0 | -6 | -2 | -17 | 2 | 1.0
CCN1CCN(C(=O)C2(NC(=O)Nc3cccc(F)c3)CCCCC2)CC1 | -1 | -6 | -0.6 | -2 | -6 | 3 | -7 | -26 | 0 | -0.4
NC1=C([N+](=O)[O-])C(c2ccc(F)cc2)C2=C(CCCC2=O)O1 (centres undefined) | -6 | . | -2.8 | 2 | 1 | 6 | 0 | 19 | -3 | -1.4
COc1ccc(CN2CCN(Cc3cccc(OC)c3)C(CCO)C2)cc1 (centres undefined) | -3 | -6 | 0.4 | 2 | 2 | 4 | -5 | 5 | -1 | -1.3
COc1ccc(N(C(=O)CNC(=O)c2ccco2)C(C(=O)NCC2CCCO2)c2ccccc2)cc1 (centres undefined) | -4 | -3 | -2.5 | 3 | -5 | -10 | -3 | 8 | -3 | -0.8
NNC(=O)/C(=C\c1ccco1)NC(=O)c1ccco1 | -5 | -1 | -0.4 | 7 | 0 | 2 | 7 | 21 | 2 | 0.4
CCc1ccc(-c2cnc3ccccc3n2)cc1NC(=O)CNC(=O)c1ccccc1 | . | -3 | -0.4 | -1 | 0 | 0 | -2 | -6 | -1 | -1.1
Fc1ccc2c(c1)C(c1cccnc1)=NNC(c1cccs1)=N2 | -1 | 3 | -3.2 | 1 | 1 | -13 | 4 | 2 | 3 | -1.0
CCOC(=O)C/C(C)=N/NC(=O)COc1ccccc1C | -4 | -1 | -1.4 | -2 | 2 | -14 | -10 | 28 | -6 | 0.3
COC(=O)c1ccc(NC(=O)C(OC)c2ccccc2)cc1 (centres undefined) | -1 | 24 | -1.6 | -4 | 6 | -3 | 11 | 9 | -5 | 0.8
Cc1cccc(Nc2nnc(SCc3cc(=O)n4cc(C)ccc4n3)s2)c1 | -1 | -11 | 0.4 | -4 | 0 | -5 | -14 | -2 | 4 | 0.6
O=C(N/N=C/c1ccc(N2CCOCC2)o1)c1cccc([N+](=O)[O-])c1 | 0 | -3 | -0.9 | -6 | 7 | 0 | -13 | -26 | -1 | 0.1
COc1ccc(/C=C2\CCc3ccccc3C2=O)cc1CN1CCOCC1 | . | 1 | -2.3 | -4 | 9 | 1 | 1 | -4 | -6 | 0.4
CCn1cc(/C=N\NC(=O)c2ccc(Cl)cc2)cn1 | 2 | 0 | -3.2 | -2 | 5 | -13 | -9 | 1 | 1 | -0.3
COc1ccc(NC(=S)NCc2ccccc2Cl)c(OC)c1 | . | 21 | -0.4 | 0 | -5 | -5 | 5 | -16 | -5 | -0.3
O=C(c1ccco1)N1CCN(S(=O)(=O)c2ccccc2)CC1 | -6 | -2 | 1.0 | -1 | 5 | 3 | -4 | 9 | 1 | 1.6
CN(CC(=O)Nc1ccc(F)c(F)c1F)C(=O)C1CC(=O)N(C2CCCC2)C1 (centres undefined) | -2 | -1 | -2.2 | -4 | -4 | -10 | -7 | 18 | -1 | -0.5
COP(=O)(OC)C(Nc1cc(Cl)cc(Cl)c1)c1cccc(O)c1 (centres undefined) | -3 | 5 | -2.7 | 2 | -6 | 9 | 6 | 22 | 0 | 1.2
CN(C(=O)c1ccccn1)c1nnc(-c2cnccn2)s1 | -6 | 4 | . | -4 | -8 | 1 | 0 | -1 | 3 | 0.4
Cc1cccc(NC(=O)Cn2cnc3c(oc4ccccc43)c2=O)c1C | -6 | -1 | 62* | 1 | 2 | -8 | 2 | 20 | -5 | 0.4
Cc1cccc(NC(=S)NN(Cc2ccccc2)c2ccccc2)c1C | -1 | -9 | -1.2 | -4 | -6 | -1 | -14 | -6 | 1 | 0.0
COC(=O)CCC(=O)Nc1cccc2ccccc12 | -4 | 4 | . | -1 | 0 | -9 | -9 | 23 | 0 | 0.2
Continuation.
SMILES | CAL PDZ FP-1 | Rtt109 Vps75 | CAL PDZ FP-2 | Keap1-Nrf2 PPI | RTF Ca sens act | Cardiac RTF inh | PKA-R2B act | SR-BI uptake up | DAGLB inh | LANA DNA inh
Oc1cccc(CCc2ccccn2)c1 | 2 | -15 | 0.1 | 1 | -6 | 0 | -4 | 0 | 3 | -2.1
COc1ccc(/C=N/N2CCOCC2)cc1COc1ccc(F)cc1 | 2 | 7 | -0.7 | -5 | -4 | 4 | -1 | -42 | -3 | 0.6
CSc1ccc(CCNC(=O)c2cccc3c2C(=O)N(C2CCCCC2)C3)cc1 | 1 | -5 | -1.6 | 4 | -5 | -2 | -8 | -14 | -8 | -0.5
CC(Sc1nncs1)C(=O)NCC(=O)Nc1ccc(F)c(F)c1F (centres undefined) | -1 | -3 | 0.1 | -3 | -5 | 0 | 10 | -2 | -2 | -1.1
N#CC1(c2ccccc2)CCN(S(=O)(=O)c2ccc(OC(F)(F)F)cc2)CC1 | . | -7 | 0.4 | -2 | -5 | -6 | -1 | . | -12 | 4.0
CC(C)Cn1c(N)c(C(=O)COC(=O)COc2cccc(C(F)(F)F)c2)c(=O)n(C)c1=O | -2 | 5 | -2.0 | -1 | 0 | -2 | -6 | . | -1 | -1.3

Three consecutive compounds already listed, quoted:
SMILES | CAL PDZ FP-1 | Rtt109 Vps75 | CAL PDZ FP-2 | Keap1-Nrf2 PPI | RTF Ca sens act | Cardiac RTF inh | PKA-R2B act | SR-BI uptake up | DAGLB inh | LANA DNA inh
CSc1ccc(CCNC(=O)c2cccc3c2C(=O)N(C2CCCCC2)C3)cc1 | 1 | -5 | -1.6 | 4 | -5 | -2 | -8 | -14 | -8 | -0.5
CC(Sc1nncs1)C(=O)NCC(=O)Nc1ccc(F)c(F)c1F (centres undefined) | -1 | -3 | 0.1 | -3 | -5 | 0 | 10 | -2 | -2 | -1.1
N#CC1(c2ccccc2)CCN(S(=O)(=O)c2ccc(OC(F)(F)F)cc2)CC1 | . | -7 | 0.4 | -2 | -5 | -6 | -1 | . | -12 | 4.0
